# Screens deposited in PubChem by Broad Institute.
# LGR2 inh: inhibitors of bursicon-induced LGR2 CRE-luciferase signal, primary screen, cell-based, HEK293, CRE-luciferase reporter, bursicon stimulation. hit rate 0.35% among 380,000. inhibition, % at 9.99 µM. AID 720647, 2013. bursicon-stimulated, 4 h. Drosophila bursicon receptor LGR2 (rickets);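 active = drop in luminescence signal, shown as inhibition above about 50% in the replicate tests, limit read from the data, passing the limit was not always enough; inconclusive = probably only some replicates passing the limit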;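 also: agonist challenge used bursicon conditioned medium at about half maximal strength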
# SIRT5 block: SIRT5 desuccinylase inhibitors, primary screen, biochemical, fluorescence imaging, single point, set 5. Purified SirT5, succinyl-peptide AMC, trypsin-coupled fluorescence. inhibition, % at 15 µM. hit rate 1.1% among 330,000. AID 652115, 2013; in the data active = inhibition above about 15%; inconclusive = no clear call, values can overlap the other calls
# Target sequence (Q9NXA8 whole entry, looked up): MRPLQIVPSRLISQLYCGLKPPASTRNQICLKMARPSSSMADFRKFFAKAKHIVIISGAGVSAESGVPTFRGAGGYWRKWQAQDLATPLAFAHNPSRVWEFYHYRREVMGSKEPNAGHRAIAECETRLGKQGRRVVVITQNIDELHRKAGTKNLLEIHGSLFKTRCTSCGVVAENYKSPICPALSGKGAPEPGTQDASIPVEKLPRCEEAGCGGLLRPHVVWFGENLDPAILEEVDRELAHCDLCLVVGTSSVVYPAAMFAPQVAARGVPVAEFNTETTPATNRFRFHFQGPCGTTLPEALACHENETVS
# S100A4 inh HTS: inhibitors of S100A4-myosin IIA peptide binding, primary screen, biochemical, fluorescence polarization, TAMRA-MyoIIA peptide; inhibition, % at 10.7 µM; AID 652163, 2013; hit rate 0.14% among 360,000; Protein S100-A4 (Homo sapiens), P26447;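 active = mean inhibition of at least 70% across replicates, with every replicate also reaching that level; inconclusive = mean inhibition reaches 70% but some replicates fall short; inactive = mean inhibition below 70%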
# Target sequence (P26447 whole entry, looked up): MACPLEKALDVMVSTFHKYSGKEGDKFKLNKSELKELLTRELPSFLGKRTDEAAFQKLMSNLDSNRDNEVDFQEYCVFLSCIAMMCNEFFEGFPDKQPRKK
#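 Material: S100A4 monomer (human). Medium: Calcium-containing HEPES buffer, pH 7.2. Probe or stimulus: labelled myosin peptide probe, 5 nM. Compound dosing: one concentration per compound. Timing: polarization read 5 min after assay mix addition, stable 5–60 min. Benchmarks: DMSO as neutral control, TFP as positive control.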
# C2C12 statin: suppressors of statin myotoxicity in C2C12 myotubes, primary screen, cell-based, single point, plate reader; C2C12 myotubes + simvastatin, ATP luminescence, 48 h; scaled: DMSO 0, geranylgeraniol control 100; AID 602340, 2012; hit rate 0.78% among 330,000; rescue of ATP level, % at 7.49 µM;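 active = mean ATP rescue above about 67%, or every replicate alone reaching that limit, limit read from the data, passing the limit was not always enough; inconclusive = no clear call, values can overlap the other calls; inactive = mean under the limit and some replicate under it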;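 also: myotubes were challenged with 10 µM simvastatin during compound exposure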
# FN deposition inh: inhibitors of fibronectin matrix deposition, primary screen, AH1F cells, Alexa488-fibronectin fluorescence, plate reader | AH1F fibroblasts, overnight | inhibition, % at 12.6 µM | AID 743247, 2014 | hit rate 0.086% among 350,000;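 active = mean inhibition across replicates of 30% or more, regardless of how many single replicates reach that level; inconclusive = mean under 30% yet at least half of replicates reach 30%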;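 also: positive control wells lacked labelled fibronectin entirely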
#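 Material: AH1F fibroblasts assembling fluorescent fibronectin matrix; amount: 10000 AH1F cells/well; medium: DMEM, 2% serum; reagent: Alexa488-fibronectin, 24 nM final in well; dosing: single compound dose, delivered by pin transfer; incubation: 1 h adhesion, overnight exposure; detection: fluorescence after three HBSS washes, excitation 485 nm, emission 525 nm; measure: fibronectin deposition inhibition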
# Casp6 inh: human caspase-6 inhibitors, primary screen, biochemical, VEID-R110 fluorescence, single point, set 2; AID 686996, 2013; inhibition, % at 12.5 µM; purified caspase-6, Z-VEID-R110 cleavage fluorescence; hit rate 0.53% among 350,000; P55212;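 active = mean inhibition across replicates at least about 35%, with every replicate also reaching that limit, limit read from the data; inconclusive = only one of the two criteria met; inactive = neither criterion met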;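 also: 0% = median of neutral control wells and 100% = no fluorescence left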
# Target sequence (P55212 24-179 limits assumed): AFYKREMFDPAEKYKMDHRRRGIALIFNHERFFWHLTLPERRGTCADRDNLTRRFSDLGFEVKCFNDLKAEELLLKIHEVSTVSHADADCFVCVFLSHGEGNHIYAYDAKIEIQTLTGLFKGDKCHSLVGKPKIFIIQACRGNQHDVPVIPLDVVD
# Target sequence (P55212 194-293 limits assumed): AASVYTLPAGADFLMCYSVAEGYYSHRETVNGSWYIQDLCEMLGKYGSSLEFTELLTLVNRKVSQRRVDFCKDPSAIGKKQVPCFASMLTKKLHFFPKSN
# esBAF inh: Bmi1 luciferase reporter increase in mESCs, primary screen, esBAF inhibitor project, mouse ES cells, Bmi1 luciferase knock-in, single point | reporter increase, % at 12.5 µM | hit rate 2% among 350,000 | AID 602393, 2012 | 24 h; 100% = twice the neutral-well signal; in the data active = activation above about 40%; inconclusive = no clear call, values can overlap the other calls;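 also: 0% = median of the plate's neutral control wells and 100% = double that signal; a rise in the Bmi1 reporter signal indicates esBAF inhibition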
# * marks the source's active call; other numbers are inactive results; ? = inconclusive; nt = no result given. Not all compounds are listed. The share of hits here may be higher or lower than overall.
SMILES,LGR2 inh,SIRT5 block,S100A4 inh HTS,C2C12 statin,FN deposition inh,Casp6 inh,esBAF inh
CCc1cc2c3c(c(=O)oc2cc1OC)CCCC3,nt,nt,nt,-12.9,6.6,nt,-4.2
Cc1cccc(-n2c(C)nc3cc(C(=O)NCC4CCCO4)ccc32)c1 (stereo not given),11.3,-5.0,-0.9,2.9,-6.4,0.0,-1.9
O=C(Cc1ccccc1)N1CC[C@@H]2[C@@H](CO)Nc3ccc(-c4ccc(F)cc4)cc3[C@@H]21,25.4,nt,nt,-3.3,-9.1,nt,-2.6
Cc1cc(NC(=O)c2nn3cccnc3c2Cl)no1,26.2,nt,nt,-1.5,7.7,nt,-18.2
C[C@H]1[C@H](C)CC[C@]2(C)CC[C@]3(C)C(=CC(=O)C4[C@@]5(C)CC[C@H](O)C(C)(C)C5CC[C@]43C)[C@H]12 (stereo not given in full),-16.5,nt,-2.8,-1.7,-14.1,-2.2,5.0
COc1ccc(NC(=O)c2cc3ccccc3cc2O)cc1,-107.5,-1.8,7.9,1.1,-6.8,2.1,?
COc1ccccc1-c1cnc2c(c1)C(=O)N([C@H](C)CO)C[C@H](C)[C@@H](CN(C)C(=O)CN(C)C)O2,-9.2,1.0,7.7,-8.8,1.7,2.6,1.5
O=C(Nc1ccccc1F)N[C@@H]1C=C[C@@H](CC(=O)N2CCCCC2)O[C@@H]1CO,9.2,-2.4,4.1,-2.9,1.8,-3.5,-1.8
COc1ccc(S(=O)(=O)Nc2ccc3c(c2)C(=O)N([C@H](C)CO)C[C@H](C)[C@H](CN(C)S(C)(=O)=O)OCCCC[C@H](C)O3)cc1,21.6,-5.7,0.2,nt,nt,-1.2,4.3
COc1cc(C(O)c2nc(-c3cccc4cccnc34)cs2)ccc1F (stereo not given),-42.5,nt,-2.8,1.8,-12.6,4.1,8.0
O=C(Cc1cccs1)N/N=C/c1ccccc1,nt,-0.2,3.4,nt,1.3,1.6,nt
CC(C)CN(C(=O)COC(=O)c1cccn1C)c1c(N)n(Cc2ccccc2)c(=O)[nH]c1=O,9.9,-3.1,-2.9,-0.2,nt,6.8,-2.6
N/C(=N\OC(=O)Oc1ccccc1)c1ccc(Cl)cc1,nt,nt,nt,-12.6,1.8,nt,-8.4
C/C(=N\Nc1ccc2nncn2n1)c1ccccn1,-1.4,0.2,-3.7,nt,-10.8,1.0,nt
CCOC(=O)C1(CCc2ccccc2)CCN(Cc2cc(OC)c(OC)cc2OC)CC1,13.3,0.1,0.7,-4.6,-6.8,-3.5,-5.1
CCN(CC)C1CCN(C(=O)c2cc(COc3ccc(F)cc3Cl)on2)C1 (stereo not given),-2.3,3.8,-5.4,-2.7,1.3,-1.7,0.7
Cc1ccc(Cl)cc1N1CCN(C(=S)NCc2ccco2)CC1,27.7,-0.8,-2.9,nt,-3.4,-4.0,nt
C[C@@H]1CN([C@@H](C)CO)C(=O)c2cc(C#Cc3ccc(F)cc3)cnc2O[C@@H]1CN(C)C(=O)c1ccccc1F,0.5,2.3,-11.0,-7.6,nt,0.0,-1.9
O=C(NC(=S)NCCCN1CCOCC1)c1ccco1,16.1,0.7,-3.0,13.4,-2.9,-2.1,6.0
COc1ccccc1CNC(=O)C[C@H]1C[C@@H]2c3cc(NC(=O)Nc4ccccc4F)ccc3O[C@@H]2[C@H](CO)O1,6.5,-5.7,9.6,4.3,nt,-0.1,-2.7
CCOC(=O)C(=CNCC(=O)OC)C(=O)OCC,1.3,nt,nt,106.8*,nt,nt,-6.8
COc1ccccc1-c1c(C(F)(F)F)oc2c(CN(C)C)c(O)ccc2c1=O,10.3,2.3,-2.6,9.4,3.9,1.3,1.5
Cc1c(C(=O)NCC2CC2)sc(=O)n1Cc1cccc(F)c1,-3.3,nt,-0.5,-5.3,-2.5,-0.1,2.9
Cn1ccnc1C1CCCCN1Cc1nc(Cc2cccc(C(F)(F)F)c2)no1 (stereo not given),30.5,11.5,1.7,-7.7,-3.7,nt,-5.4
C[C@H](CO)N1C[C@H](C)[C@H](CN(C)C)Oc2cc(-c3cncnc3)ccc2S1(=O)=O,-1.6,-3.6,1.0,3.5,nt,-3.2,7.3
Clc1ccc(N2CCN(Cc3c[nH]c4ncccc34)CC2)cc1,-2.6,-1.8,0.9,1.8,1.5,3.6,-1.5
CN(C)CCN1C(=O)NC(C)(c2ccc([N+](=O)[O-])cc2)C1=O (stereo not given),16.0,-2.8,3.2,6.2,-0.9,-1.1,6.8
CCCNC(=O)N[C@@H]1CC[C@H](CC(=O)NC2CCCCC2)O[C@@H]1CO,-6.6,-0.4,?,2.8,-7.1,2.3,-2.5
O=C(NC1CCCC1)N1CC2(C1)[C@H](c1ccccc1)[C@H](CO)N2CC1CC1,-9.7,2.9,-5.0,nt,-7.5,1.6,nt
C[C@@H]1NC(=O)[C@H](CC(N)=O)NC(=O)c2cc([N+](=O)[O-])cc(I)c2OCC[C@@H](C(=O)NC(CC(=O)O)C(N)=O)NC1=O (stereo not given in full),0.9,-4.1,-3.6,nt,5.5,3.0,nt
CC(C)C(NC(=O)c1ccccc1)C(=O)OCC(=O)N1CCN(c2ccccc2)CC1 (stereo not given),-21.6,-2.3,-5.9,3.2,-1.5,2.8,15.7
CC(=O)N[C@H]1[C@H](OCc2ccccc2F)O[C@H](COC(C)=O)[C@@H](OC(C)=O)[C@@H]1OC(C)=O,-12.6,-2.9,1.9,-1.0,15.8,2.6,-4.7
OCCN1CCN(c2ncnc3nc[nH]c23)CC1,7.4,-1.1,-10.7,-6.9,-11.9,-0.9,2.3
C[C@@H]1CCCCO[C@@H](CN(C)Cc2ccc(C(=O)O)cc2)[C@H](C)CN([C@H](C)CO)C(=O)c2cc(NC(=O)NC3CCCCC3)ccc2O1,-2.0,1.6,-2.0,nt,nt,-1.2,-5.1
CC1(C)CC(=O)C/C(=N/Nc2nc3ccccc3s2)C1,3.2,-3.7,3.3,nt,4.8,-0.7,nt
Cc1ccc(OCC(=O)NNC(=O)c2cc3ccccc3o2)cc1,nt,nt,nt,5.0,-12.3,nt,1.3
Cc1cc(C(=O)NCc2ccc3c(c2)OCO3)ccc1[N+](=O)[O-],-11.4,-2.0,3.6,7.8,5.9,-1.5,17.3
O=C(Nc1ccccc1Cl)c1cc(C2CCCN(C(=O)OCCF)C2)on1 (stereo not given),-54.5,5.9,-2.8,10.6,-0.7,1.7,?
Cn1nccc1C(=O)N/N=C/c1cccnc1,-1.5,-4.2,-3.9,1.7,-5.9,0.1,1.3
C[C@@H]1CCCCO[C@H](CN(C)C(=O)NC2CCCCC2)[C@@H](C)CN([C@@H](C)CO)C(=O)c2cc(NS(=O)(=O)c3ccccc3)ccc2O1,11.3,0.7,-4.6,nt,-13.7,-2.2,0.3
O=C(CSc1nnc(COc2ccc(Br)cc2)o1)NC1CCCCC1,2.3,-0.5,2.9,8.9,3.0,-2.3,-0.4
O=C(CCCCC(=O)NC1CCCC1)NC1CCCC1,-1.7,nt,2.7,8.6,-13.7,nt,-1.6
O=c1onc(-c2ccccc2Cl)n1-c1ccccc1Cl,-3.6,4.1,-2.2,nt,-14.5,-4.2,nt
CCCNc1c(NS(=O)(=O)c2ccc(C(C)(C)C)cc2)c(=O)oc2ccccc12,-9.5,-2.6,7.4,14.0,6.7,1.5,-1.7
CCC(=O)N1CC[C@@H]2[C@H](CO)Nc3ccc(-c4ccccc4)cc3[C@@H]21,-29.6,nt,nt,11.4,-7.8,nt,-4.2
Cc1ccc(S(=O)(=O)Nc2ccc3c(c2)C(=O)N([C@@H](C)CO)C[C@@H](C)[C@@H](CN(C)S(=O)(=O)c2ccc(C)cc2)O3)cc1,12.1,1.6,-4.7,10.0,nt,1.5,5.4
CCOc1ccc(C(C(=O)NCC2CCCO2)N(Cc2cccs2)C(=O)c2snc(C(N)=O)c2N)cc1 (stereo not given),14.1,25.2*,1.9,-102.5,-1.9,-0.5,-2.1
CNC[C@@H]1Oc2ccc(NC(=O)c3ccncc3)cc2C(=O)N([C@@H](C)CO)C[C@H]1C,-14.9,nt,-1.3,-9.4,4.7,-1.3,-9.4
COc1ccc(NC(=O)Nc2ccc3c(c2)C(=O)N([C@H](C)CO)C[C@H](C)[C@@H](CN(C)Cc2ccccc2)OCCCC[C@H](C)O3)cc1,16.6,0.3,-6.7,nt,-3.3,0.4,3.0
O=C(Nc1cccc(S(=O)(=O)N2CCOCC2)c1)c1ccc(Cl)c([N+](=O)[O-])c1,6.3,3.3,17.9,-5.6,-1.1,0.1,6.8
COc1cccc(NC(=O)COC(=O)CNS(=O)(=O)c2c(F)cccc2F)c1,-2.1,nt,-0.6,nt,0.4,0.6,nt
Oc1ccc(Br)cc1-c1ccn[nH]1,2.3,7.2,-0.5,nt,nt,3.9,nt
O=C(Nc1cccc(-c2nnco2)c1)c1cccs1,-2.5,-2.0,0.1,nt,-4.8,-5.7,nt
O=C1C(=Cc2ccco2)CCCC1=Cc1ccco1,1.7,nt,-8.8,1.6,nt,71.6*,57.1*
O=C(Nc1ccccc1)N1CCCCN2[C@H](CO)[C@@H](c3ccc(C#Cc4ccccc4)cc3)[C@H]2C1,-2.2,3.8,-4.9,nt,nt,-2.0,nt
CCN(CC)S(=O)(=O)c1ccc(N2CCOCC2)c(NC(=O)c2ccc3ccccc3c2)c1,-23.8,nt,nt,1.7,-8.6,nt,3.2
CCCCNC(=O)CCCCCNS(=O)(=O)c1ccc(OC)cc1,11.6,nt,nt,5.8,1.9,nt,4.6
Clc1cccc(Cc2c(-c3ccccc3)nc3c4ccccc4ccn23)c1,-5.4,-0.6,0.5,6.4,5.7,1.2,7.5
COc1cccc(/C=N/NC(=O)CO/N=C(\C)c2cccs2)c1OC,-10.1,2.8,1.2,nt,nt,nt,nt
CCN(CC(=O)Nc1cc(Cl)ccc1C)C(=O)CSCc1ccccc1,19.3,-1.1,-7.0,nt,-0.4,2.0,nt
COc1ccccc1NS(=O)(=O)c1ccc(Cl)c(NC(=O)c2sc3cc(Cl)ccc3c2Cl)c1,-4.4,-3.5,-14.0,nt,-3.0,0.5,nt
Brc1ccc(-c2csc(NC3=NCCCCC3)n2)cc1,nt,-0.1,3.2,nt,1.0,-1.3,nt
